NOD1 inhibition = NOD1 signaling inhibitors, primary screen, cell-based, luminescence, uHTS (AID 1578) | NOD1-driven NF-kB luciferase reporter cells, luminescence; higher % means a stronger effect | one-dose inhibition, % at 4 µM; EC50 in µM for titrated hits | 290,000 tested, 1% active; in the data active means inhibition mostly above about 36%, no sharp cut-off; inactive means mostly below about 34%;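 further: HEK-293T reporter cells stimulated with the NOD1 agonist gamma-tri-DAP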
bCat nuc transl = alters nuclear translocation of beta-catenin in HeLa cells; nuclear translocation activity, % at 5 µM; immunofluorescence imaging; 190,000 tested, 0.3% active; AID 1665;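 active means nuclear translocation activity above 50% at 5 µM, with a well cell count of 50 or more; inconclusive means wells under 50 cells across six images, flagged as toxic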;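 further: per-cell ratio of nuclear to cytoplasmic median beta-catenin stain intensity; plate controls were DMSO negative control for no effect and GSK-3 inhibitor IX positive control for full effect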
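Test system: human HeLa cells, endogenous beta-catenin. Times: 24 h compound exposure, 37°C. Measured by: beta-catenin immunofluorescence imaging with DAPI.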
P. falciparum M17LAP = P. falciparum M17LAP inhibitors, primary screen, biochemical, fluorogenic H-Leu-NHMec substrate, 1536-well (AID 1619); recombinant M17LAP, H-Leu-NHMec fluorogenic kinetic assay; higher % means a stronger effect; one-dose inhibition, % at 30 µM; IC50 in µM for titrated hits; 220,000 tested, 0.38% active;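 active means compound inhibiting the enzyme by more than half at any dose during confirmatory dose-response retesting; inconclusive means strong single-dose inhibitors picked by rank but not retested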;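 further: plate controls were full reaction with DMSO carrier for no effect and no enzyme background for full effect; strong numbers were not always called active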
Autophagy HCS = autophagy modulation, high-content screen; MEF GFP-LC3 puncta imaging; test concentration mostly 10 µM; calls only at 10 µM (by protocol); 190,000 tested, 0.98% active; AID 463193;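 active means percentage of spot-positive cells more than 3 SD above its plate mean, without a fluorescence outlier flag or 80% toxicity; inconclusive means no clear call, values can overlap the other calls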;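 further: spot-positive cell cutoff set from DMSO-treated cells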
Insulin prom up = MIN6 insulin promoter up-regulation; 190,000 tested, 0.3% active; MIN6 insulin promoter-GFP reporter, high-content imaging; stronger effect = higher value; z-score at 5 µM; AID 1625;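 active means z-score above 3 at 5 µM with at least 500 cells counted in the well; inconclusive means wells under 500 cells, flagged as cytotoxic or low count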
MT stabilize HCS = microtubule stabilizers in HeLa cells | % tubulin-high responders, % at 10 µM | 200,000 tested, 0.83% active | HeLa tubulin immunostaining HCS, 24 h; share of cells brighter than vehicle mean+2SD;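 active means plate Z-score above 3 for both tubulin-high and condensed-nucleus cell shares, with cell loss under 80%, at 10 µM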;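 further: anti alpha tubulin signal scored within the nucleus-defined area of each cell; some results filed as inactive read as strong as hits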
Yfh1-off respiration = mitochondrial function rescue without frataxin homolog – Friedreich's ataxia, plus single-dose screen, dose response (AID 1465); one-dose fold induction at 50 µM; EC50 in µM for titrated hits; 220,000 tested, 0.074% active; S. cerevisiae Yfh1-off respiration, WST-1 reduction, 72 h; higher fold induction means a stronger effect;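 active means fold induction of absorbance versus untreated yeast above a set limit, then at least 30% activation at any dose in follow-up; inconclusive means repeats straddling the limit, or above it without dose testing; inactive means fold induction below the set limit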;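 further: activators that raise dye reduction in frataxin-depleted yeast; strong numbers were not always called active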
HEK293 NOD2/NF-kB = inhibition of NOD2-driven NF-kB reporter – cell-based, luminescence, uHTS, HEK293 (AID 1566); HEK293 NOD2/NF-kB luciferase reporter, luminescence; higher % means a stronger effect; inhibition, % at 4 µM; hits with a dose series show EC50 in µM; 290,000 tested, 0.63% active; in the data active means inhibition above about 50%; further: many of its hits are not listed in these tables
Dynein transport = dynein cargo transport inhibition; 3617.4 mouse cells, GR-EGFP nuclear translocation imaging; test concentration mostly 20 µM; stimulated with dexamethasone, 1 µM; stronger effect = lower value; AID 1381; z-score, hits read low; 220,000 tested, 0.47% active;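 active means plate z-score of nuclear minus cytoplasmic receptor signal below a set negative limit, without overly bright fluorescence or cell loss, cut at about -3.5 in these data, passing the limit was not always enough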;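 further: z-score of nuclear minus cytoplasmic ring GR-EGFP intensity difference per well; some compounds called inactive have numbers as strong as hits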
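Also added: dexamethasone, 1.0 µM final. Medium: tet-free, stripped-serum medium. Detection: fixed, Hoechst-stained cells imaged at 10x for EGFP. Read-out: nuclear-to-cytoplasmic GR-EGFP distribution per well. Times: induction 48 h, compound 1 h, agonist 30 min.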
Dynein transport cytoplasmic EGFP = further read-out of Dynein transport, marked with its call; z-score; measured here: cytoplasmic GR-EGFP intensity; stronger effect = higher value
Dynein transport nuclear GR-EGFP = further read-out of Dynein transport, marked with its call; z-score; measured here: nuclear GR-EGFP intensity;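 lower value marks the stronger effect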
Dynein transport cell count = recorded beside Dynein transport, whose call it bears; z-score; measured here: cell count per field
Insulin prom up cell count = second read-out of Insulin prom up, no call of its own (marks repeat the call); cell count; measured here: cytotoxicity, nuclei count;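 total cells summed across four imaged fields per well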
bCat nuc transl cell count 5 µM = second read-out of bCat nuc transl, no call of its own (marks repeat the call); cell count; measured here: cell count, cytotoxicity flag
MT stabilize HCS Hoechst-high % = also measured in MT stabilize HCS; calls as there; % Hoechst-high responders; measured here: nuclear condensation Hoechst responders;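 share of cells brighter than vehicle mean plus two SD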
MT stabilize HCS cytotoxicity % = further read-out of MT stabilize HCS, marked with its call; toxicity, %; measured here: cytotoxicity by cell density;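 0% = mean cell density of plate MIN control wells and 100% = no cells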
Autophagy HCS cell loss 18 h = second read-out of Autophagy HCS, no call of its own (marks repeat the call); toxicity, %; measured here: cell loss, nuclei count;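 cell loss after 18 h compound exposure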
The depositor's hits bear a star; i = inactive; ? = inconclusive; · = not tested or not shown; + = active, no number. Only part of the results is shown, so the mix of outcomes need not match the whole.

Each structure is followed by: Insulin prom up cell count	NOD1 inhibition	MT stabilize HCS	HEK293 NOD2/NF-kB	Autophagy HCS	bCat nuc transl	Yfh1-off respiration	Dynein transport	Dynein transport cytoplasmic EGFP	P. falciparum M17LAP	Dynein transport nuclear GR-EGFP	MT stabilize HCS Hoechst-high %	Dynein transport cell count	Insulin prom up	Autophagy HCS cell loss 18 h	bCat nuc transl cell count 5 µM	MT stabilize HCS cytotoxicity %
CCOC(=O)c1c(C)oc2cc(Cl)c(O)c(CN(C)C)c12
→ 1053	-2.1%	·	20.0%	·	-0.2	i	0.102	-0.253	3.5%	-0.038	·	0.389	-0.17	·	1317	·
N#Cc1cc2ccccc2nc1SCc1cccnc1
→ 1269	-11.5%	3.9	10.9%	i	-0.6	i	-0.853	-0.155	7.9%	-0.2	2.6	-0.292	0.4	5.5	1202	7.7
Cc1nc(CN(C)C(=O)c2ccccc2OC2CCN(S(C)(=O)=O)CC2)cs1
→ 1449	-12.0%	2.3	5.8%	+	-1.5	i	0.295	-0.281	3.1%	0.189	1.4	0.435	-0.16	-19.0*	1062	7.8
CC1Cc2ccccc2N1Cc1nc2scc(-c3cccs3)c2c(=O)[nH]1 (stereo not given)
→ 1384	9.7%	2.5	9.6%	i	-8.4	·	-0.315	-0.0558	16.6%	-0.136	3.5	0.863	-0.07	8.2	942	8.9
CC(=O)N1c2ccccc2N(Cc2ccc([N+](=O)[O-])cc2)C(=O)C1(C)C
→ 1378	-26.9%	5.0	-4.0%	i	-0.9	i	1.37	-0.238	1.2%	0.785	2.0	0.0349	0.21	2.0	974	0.1
COc1ccc(C=O)cc1COc1ccc([N+](=O)[O-])c(C)c1
→ 1161	-29.1%	3.5	-5.7%	i	0.6	i	0.706	-0.226	2.4%	0.143	1.6	-1.67	-0.78	-5.5	1188	5.5
O=C(COC(=O)CCSc1ccc(Cl)cc1)NCc1ccc(Cl)cc1
→ 1215	23.3%	7.7	-31.2%	i	0.7	i	1.15	-0.214	-7.4%	0.405	1.8	-0.517	-0.06	6.0	964	2.7
CCC(C)(CC(=O)N(C)CCC#N)c1ccccc1 (stereo not given)
→ 1683	-20.2%	3.6	5.9%	i	-2.2	i	-0.0112	-0.257	0.3%	0.068	1.3	0.918	0.28	-0.3	1020	33.0
CCOc1ccc(NC(=O)C2CCCN(S(=O)(=O)c3c(C)nn(C)c3C)C2)cc1 (stereo not given)
→ 981	2.1%	7.0	4.1%	i	-6.5	i	0.397	-0.102	-1.5%	0.533	1.5	-0.818	-0.11	8.5	1171	5.2
O=C(NC1CC1)C1=C[C@@H](c2ccc3c(c2)OCO3)C[C@@H](OCCCCO)O1
→ 953	-7.5%	·	3.3%	·	-0.5	i	-0.424	-0.751	-1.8%	-0.0417	·	0.0921	-0.37	·	1387	·
CC(=O)N(CN1C(=O)c2ccc([N+](=O)[O-])cc2C1=O)c1cccc(C(=O)O)c1
→ 1330	-12.3%	2.9	8.7%	i	-0.4	i	1.79	-0.226	9.6%	0.818	2.5	0.0572	0.1	2.2	1062	2.2
O=C(N/N=C(/c1ccccc1)c1ccncc1)c1ccc2c(c1)OCO2
→ 1424	-26.7%	3.8	-3.6%	i	·	i	-0.363	-0.243	22.6%	-0.236	3.1	0.333	-0.03	-1.7	·	3.0
COc1cc(C(=O)Nc2ccc3c(c2)C(=O)c2ccccc2C3=O)cc(OC)c1OC
→ 1305	-22.5%	4.9	19.8%	i	-2.7	i	0.663	-0.211	2.6%	0.099	2.4	0.179	-0.15	37.9	1145	9.2
O=C(Nc1cccc(N2CCCC2)c1)c1cccs1
→ 1285	-36.6%	4.2	-42.8%	i	-0.8	i	0.283	-0.224	-3.6%	0.576	2.2	-0.681	-0.55	-4.1	1172	3.9
O=C1CNC(=S)N1Cc1ccccc1
→ 1314	-30.2%	1.6	8.4%	i	1.5	i	1.18	-0.355	-1.3%	0.489	1.9	-0.94	-0.29	-4.6	1030	7.8
COc1ccccc1CCNCc1ccc(OC)c(OCc2ccccc2)c1
→ 1725	-22.0%	2.1	26.5%	i	0.8	i	-0.714	-0.199	5.5%	-0.591	1.6	0.452	-0.45	-14.6	990	7.2
Cc1ccc(C(=O)NCc2occc2C(=O)O)o1
→ 1307	-7.1%	2.0	-8.4%	i	-2.1	i	0.403	-0.148	5.5%	0.142	1.8	0.639	-0.69	-3.5	1141	6.0
O=C(COc1ccc2ccccc2c1)Nc1nc2ccccc2[nH]1
→ ·	-10.5%	0.6	17.2%	i	-0.4	i	-0.581	0.334	-0.5%	-0.193	1.2	0.616	·	19.6	1222	1.3
CCCOc1ccccc1N/C(=N\S(=O)(=O)c1ccc(C)cc1)Nc1nc(C)cc(C)n1
→ ·	·	1.4	·	i	·	i	-0.382	0.366	·	0.00331	1.8	0.441	·	10.7	·	5.2
COc1ccc(CCNc2ccc(S(=O)(=O)N3CCCC3)cc2[N+](=O)[O-])cc1
→ 1383	22.4%	4.7	19.1%	i	2.0	i	0.673	-0.242	4.9%	0.485	1.5	0.161	-0.46	4.7	903	5.2
Cc1ccccc1CN(c1ccc(C(=O)Nc2ccccc2C(=O)N2CCCC2)cc1)S(C)(=O)=O
→ 900	5.4%	1.9	16.7%	i	·	i	-0.0796	-0.13	-4.2%	0.0621	2.0	0.84	0.38	-4.3	·	5.6
CC(=O)Nc1ccc2ccc3cccc4ccc1c2c34
→ ·	-52.3%	2.0	-0.5%	i	3.3	i	-1.03	-0.0328	4.5%	-0.689	1.2	1.16	·	0.9	531	6.3
Cc1ccc(S(=O)(=O)C2(C(=O)Nc3ccc4c(c3)OCO4)CC2)cc1
→ 1971	4.2%	6.3	2.8%	i	1.5	i	-0.326	0.0177	2.3%	0.203	1.3	0.57	-1.03	17.8	1090	2.2
Cc1ccc(CN2CCN(CC3CC4C=CC3C4)CC2)cc1 (stereo not given)
→ 913	-14.4%	1.3	-21.6%	i	0.4	·	0.0195	-0.0537	4.9%	-0.0688	0.9	0.125	0.33	-0.8	1239	9.4
CN(C)P(=NC(=O)COc1ccc(Cl)cc1Cl)(N(C)C)N(C)C
→ 1314	-3.1%	2.6	1.2%	i	-2.8	i	0.405	-0.21	13.0%	0.67	1.8	-1.03	-0.36	-10.2	987	2.0
O=C(NCCc1ccc2c(c1)OCCO2)c1ccccc1F
→ 1178	-16.3%	4.6	-16.8%	i	1.2	i	0.9	-0.278	-1.7%	0.363	1.4	-0.591	0.4	-15.9	540	0.8
O=C(COc1ccc(F)cc1Br)N1CCN(c2ncccn2)CC1
→ 1258	-28.2%	3.5	13.0%	i	0.6	i	-0.112	-0.269	6.4%	-0.0749	1.7	-0.356	-0.63	4.4	997	20.6
Cc1cc(C(=O)CSc2nncs2)c(C)n1-c1ccc2c(c1)OCO2
→ 1674	-27.2%	2.2	-15.3%	i	-0.8	i	1.37	0.579	14.7%	1.72	4.1	-0.703	-0.28	-6.5	1101	12.5
O=[N+]([O-])c1cccc(/C=C/c2nc(C=Nc3ccccc3)c(O)o2)c1
→ ·	-38.8%	2.5	13.3%	i	-0.1	i	1.99	0.439	-1.8%	0.875	1.4	-0.398	·	-11.0	1208	8.0
CS(=O)(=O)c1ccc2nc(NC(=O)C3=NN(c4ccccc4)C(=O)CC3)sc2c1
→ 984	7.9%	·	25.3%	·	1.5	i	0.354	-0.126	12.9%	0.819	·	-0.481	0.69	·	1305	·
Cc1ccc(C)c2nc(Cl)c(C#N)cc12
→ 1577	25.6%	4.4	-5.4%	i	-0.3	i	0.19	-0.32	1.4%	0.202	1.0	0.242	0.46	0.3	1072	6.2
Nc1c(C(=O)Nc2ccc(Br)cc2)sc2nc(-c3ccco3)ccc12
→ 889	24.7%	2.8	0.5%	i	7.5	i	1.04	0.0762	22.5%	0.887	1.1	1.36	-1	3.2	769	8.5
O=C(O)c1cc([N+](=O)[O-])c(N2CCCC2)c([N+](=O)[O-])c1
→ 1540	-16.8%	4.0	-4.0%	i	-1.3	?	0.627	-0.177	-30.2%	0.516	3.4	-0.631	-0.13	-8.7	1035	3.2
CCSc1ncc(Cl)c(C(=O)Nc2ccccc2)n1
→ 1435	-15.7%	7.5	10.3%	i	-0.2	i	0.00276	-0.216	-6.1%	-0.137	1.4	0.0951	0.04	9.4	1085	6.1
COc1ccc(CN2CCN(C(=O)c3ccco3)CC2)cc1OC
→ 1335	-37.1%	2.9	-0.9%	i	-3.2	i	-0.415	-0.255	5.2%	0.253	3.2	0.426	0.05	-3.7	1109	4.4
Cn1cccc1CC(=O)NNC(=O)Nc1ccc(Cl)cc1
→ 1266	19.5%	1.1	12.9%	i	-0.9	i	-0.53	-0.298	26.7%	0.555	2.5	0.516	1.4	12.8	520	7.3
O=C1c2cccc3cccc(c23)C(=O)N1CCCN(C(=O)c1cccs1)c1cccc(F)c1
→ 1123	4.9%	6.3	1.7%	i	-2.1	i	-0.679	-0.325	4.2%	-0.658	4.6	0.967	-0.19	-7.8	951	2.7
CC(C)(C)OC(=O)N1CCC(c2cc(-c3cccs3)n[nH]2)CC1
→ 807	-20.3%	2.9	-14.7%	i	-2.0	i	-1.03	0.191	2.9%	-0.37	1.9	0.287	-1.94	-48.0	1033	9.6
